# From PubChem
# ELG1 DNA repair: ELG1-dependent DNA repair inhibition; 330,000 compounds, 2.3% hits; AID 504467; Potency, µM (titrated, usually from 46.1 µM), for the others: at the highest dose activity change, negative = inhibition, actives largely listed as inhibitors; HEK293T ELG1-luciferase reporter, luminescence, 16 h; DNA damage induced by 5-fluorouridine; further: potency means the concentration at half of the fitted maximal effect; on the % scale 0 is the no-effect control and ±100 the full control effect; nearly all actives have a fitted effect of over 55% in size
#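 In this reporter screen, reduction of luminescence relative to DMSO vehicle indicated activity. Compounds and 5-fluorouridine were added together to 2,000 cells per well, incubated for 16 hr at 37 °C, then developed with ONE-Glo.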
# TSHR antagonist: blocks TSH signaling through the human TSH receptor; P16473; TSHR-expressing cells, TSH-stimulated cAMP HTRF, 2 h; stronger effect = lower value; activity change, negative = inhibition, % at 11.5 µM; 330,000 compounds, 0.2% hits;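 active means activity change below a set negative limit, meaning inhibition stronger than a set level, cut at about -70% in these data; inconclusive means activity change between two set negative limits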; further: on the % scale 0 is the no-effect control and ±100 the full control effect
#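 Read-out is FRET at 665 nm (cryptate excitation 337 nm) from a cryptate-tagged anti-cAMP antibody, competed by cell cAMP against cAMP-d2. Compounds are tested on freshly harvested TSHR cells challenged with 4nM TSH (EC80) for 2 hours at 37 deg C.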
# Tb PFK block: blocks T. brucei phosphofructokinase; T. brucei PFK, ADP-Glo luminescence; O15648; 330,000 compounds, 0.17% hits; Potency, µM (series often up to 57.5 µM), without a hit: at the highest dose activity, negative = inhibition, usual class: inhibitors; AID 485367;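 further: potency means the concentration at half of the fitted maximal effect; 0% = uninhibited 1x PFK enzyme wells and -100% = no-enzyme wells; nearly all actives have a fitted effect of over 60% in size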
#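 Compounds were pin-transferred as a titration series up to 57 uM into substrate buffer (0.5 mM F6P, 0.1 mM ATP, pH 8.0), then 1.25 nM PFK was added and reactions ran 45 min before ADP-Glo detection.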
# Mito fusion yeast: inhibitors of mitochondrial division or activators of mitochondrial fusion; S. cerevisiae fusion-defective mutant growth rescue, CellTiterGlo 48 h; Potency, µM (highest dose often 46.1 µM), inactives show at the top dose growth rescue (activation), usual class: activators; 320,000 compounds, 0.23% hits; AID 485298;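 further: potency means the concentration at half of the fitted maximal effect; % of control where 0% means no effect; nearly all actives have a fitted effect of over 45% in size; temperature-sensitive fusion mutants such as fzo1-1 at 37 °C on non-fermentable ethanol glycerol medium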
#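 Yeast fusion mutant, YPEG (non-fermentable carbon), compound, 48 h at 37C non-permissive; CellTiterGlo added, 10 min RT, luminescence read. Rescued growth = division inhibition.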
# Chronic BCR inh: blocks chronic active B-cell receptor signaling | ABC-DLBCL IkBa-CBG/CBR reporter, luminescence ratio, 4 h | 340,000 compounds, 0.05% hits | AID 493014 | Potency, µM (doses to about 46.1 µM), for the others: top-dose ratio change, negative = lower green/red ratio, most hits filed as inhibitors; active means well fitted inhibition curve with a large enough effect in the signal ratio, with a control signal flat, not every such curve was filed as active; inconclusive means small, poorly fitted or top-dose-only effect, or effect the other way, or a change in a side signal; the % refers to the signal ratio;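 further: potency means the concentration at half of the fitted maximal effect; plate controls were basal doxycycline-induced cells for no effect and cells given 10 µM MG132 for full effect; MG132 reads +100%, hits lower the ratio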
#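 TMD8 ABC-DLBCL cells carrying doxycycline-inducible green luciferase fused to IkappaBalpha plus unfused red luciferase were exposed to compounds (up to 46 uM) for 4 hrs at 37C. Activity came from the overlap-corrected green/red luminescence ratio.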
# TCR activator: activators of T cell receptors; AID 504894; 330,000 tested, under 10 active; primary human leukocytes, anti-CD3, IL-2 HTRF, 48 h; Potency, µM (series often up to 9.22 µM), for inactives: at the highest dose activation of IL-2 secretion, most hits filed as activators; further: % of control where 0% means no effect
#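 IL-2 produced over 48 hr by a-CD3 bead-stimulated primary human leukocytes exposed to compounds was detected with a homogeneous time-resolved FRET immunoassay, 665nm acceptor signal after 320nm excitation.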
# Eya2 phos inh: inhibitors of human Eya2 phosphatase activity | O00167 | AID 488837 | Potency, µM (highest dose often 76.9 µM), for inactives: at the highest dose activity, negative = inhibition, usual class: inhibitors | recombinant Eya2, OMFP fluorescence dephosphorylation (OMFP is methylfluorescein phosphate) | 330,000 compounds, 0.006% hits; further: potency means the concentration at half of the fitted maximal effect; on the % scale 0 is the no-effect control and ±100 the full control effect
# Target sequence (O00167 whole entry, looked up): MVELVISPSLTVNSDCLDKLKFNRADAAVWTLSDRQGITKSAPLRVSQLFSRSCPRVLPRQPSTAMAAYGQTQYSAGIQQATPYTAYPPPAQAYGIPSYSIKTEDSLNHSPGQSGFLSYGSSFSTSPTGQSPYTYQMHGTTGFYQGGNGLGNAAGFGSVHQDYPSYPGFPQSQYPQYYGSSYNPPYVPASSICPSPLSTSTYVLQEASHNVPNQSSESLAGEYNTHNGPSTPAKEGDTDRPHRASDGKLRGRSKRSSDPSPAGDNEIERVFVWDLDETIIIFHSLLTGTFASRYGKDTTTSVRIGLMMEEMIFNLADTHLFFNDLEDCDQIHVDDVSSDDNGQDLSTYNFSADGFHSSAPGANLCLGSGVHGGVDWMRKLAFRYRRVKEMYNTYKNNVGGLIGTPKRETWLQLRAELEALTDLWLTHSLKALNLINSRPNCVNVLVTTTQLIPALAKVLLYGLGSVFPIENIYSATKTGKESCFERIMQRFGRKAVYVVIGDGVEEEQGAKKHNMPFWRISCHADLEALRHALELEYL
#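 Eya2 protein (added as 0.2 uM solution) was preincubated with compound for 10 min at ambient temperature in 50 mM HEPES pH 7.5, 50 mM NaCl, 5 uM MgCl2, 0.05% BSA, 1 mM DTT. OMFP (added at 50 uM) then reacted 10 min; fluorescence read at 485/525 nm.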
# Integrin act MD: activates integrin-mediated alleviation for muscular dystrophy; Potency, µM (top dose mostly 38.3 µM), inactives show at the top dose activation, most hits filed as activators; AID 624291; alpha7betagal myoblasts, beta-gal FDG fluorescence, 48 h; 350,000 compounds, 0.064% hits;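 further: potency means the concentration at half of the fitted maximal effect; 100% = response of the positive control SU9516; nearly all actives have a fitted effect of over 60% in size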
#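 Alpha7betagal+/- myoblasts (passage 13) were plated 16-24 hr, then exposed to compounds (1:260 dilution of DMSO stock) for 48 hours at 37C. After MPER lysis, β-galactosidase reporter activity was read as FDG fluorescence (ex 480/em 540) after 30 minutes.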
# S-ASM inh: inhibitors of human secretory acid sphingomyelinase; P17405; placental ASM, HMU-PC fluorogenic substrate, 60 min; Potency, µM (series often up to 57.5 µM), for the others: at the highest dose activity change, negative = inhibition, actives largely listed as inhibitors; 340,000 compounds, 0.006% hits; further: potency means the concentration at half of the fitted maximal effect
# Target sequence (P17405 47-631 limits assumed): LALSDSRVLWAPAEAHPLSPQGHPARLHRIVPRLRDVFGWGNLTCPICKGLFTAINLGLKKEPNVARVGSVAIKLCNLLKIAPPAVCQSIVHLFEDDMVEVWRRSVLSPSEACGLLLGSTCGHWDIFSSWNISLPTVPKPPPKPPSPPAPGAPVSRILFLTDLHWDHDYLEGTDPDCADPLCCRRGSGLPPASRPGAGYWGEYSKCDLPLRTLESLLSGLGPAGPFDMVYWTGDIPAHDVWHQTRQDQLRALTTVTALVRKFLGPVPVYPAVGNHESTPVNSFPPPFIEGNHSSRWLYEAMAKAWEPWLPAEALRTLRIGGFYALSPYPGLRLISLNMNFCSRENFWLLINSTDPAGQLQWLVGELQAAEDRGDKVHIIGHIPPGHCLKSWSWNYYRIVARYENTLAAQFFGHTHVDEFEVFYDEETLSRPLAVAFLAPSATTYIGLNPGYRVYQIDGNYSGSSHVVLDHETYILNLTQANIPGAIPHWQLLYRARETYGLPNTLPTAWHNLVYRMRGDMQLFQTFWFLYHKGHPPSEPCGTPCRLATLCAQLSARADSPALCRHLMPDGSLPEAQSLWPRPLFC
#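 Human placenta-derived ASM enzyme was preincubated with compound for 10 minutes at room temperature, then given fluorogenic substrate HMU-PC0 (9 uM final) for 60 minutes at 37 °C; a pH 10 stop preceded fluorescence reading at Ex 386/Em 447 nm.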
# A-T KAP1 phos: potential ataxia-telangiectasia treatment; […] A-T fibroblasts, KAP-1 phosphorylation AlphaLISA; neocarzinostatin DNA damage 30 min before lysis; Potency, µM (doses to about 57.5 µM), without a hit: at the highest dose activation, most hits filed as activators; 320,000 compounds, 0.19% hits; further: potency means the concentration at half of the fitted maximal effect; % of control where 0% means no effect; nearly all actives have a fitted effect of over 45% in size
#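 hTERT-immortalized A-T patient fibroblasts ([…]), 500 cells/well in OPTI-MEM, 1% FBS, got compounds for 60 min, then NCS for 30 min at 37C. Lysates were then assayed for phospho-KAP-1 by AlphaLISA (anti-pKAP1 donor, anti-KAP1 acceptor beads), 6 hr at 25C.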
# PTAP TSG101 blk: blocks PTAP/TSG101 interaction to inhibit HIV-1 budding | Potency, µM (doses to about 115 µM), for the others: at the highest dose activity change, negative = inhibition, hits mostly inhibitors | AID 493005 | Q99816 | 340,000 tested, under 10 active | Fluorescence polarization, FITC-PTAP peptide / Tsg101 binding; active means well fitted inhibition curve with a large enough effect in the main read-out, with a control signal flat, not every such curve was filed as active; inconclusive means small, poorly fitted or top-dose-only effect, or effect the other way, or a change in a side signal; inactive means no such curve, though single readings can be large or run the other way; further: potency means the concentration at half of the fitted maximal effect; % of control where 0% means no effect
#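 Fluorescence anisotropy tracks displacement of a FITC-tagged PTAP peptide (50 nM) from the Tsg101 binding domain (10 uM), following a 20 min room-temperature incubation at pH 7.5.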
# An asterisk follows results filed as active; ? = inconclusive; / = no result given; [ ] = another dose, or the depositor's remark. Unless noted, the call rests on the fitted dose curve; in most records, active means well fitted curve in the direction sought with a large enough effect; inconclusive means small, poorly fitted or top-dose-only effect, or another doubt; inactive means no such curve, though single readings can be large; an effect the other way counts as inactive or inconclusive.
SMILES,ELG1 DNA repair,TSHR antagonist,Tb PFK block,Mito fusion yeast,Chronic BCR inh,TCR activator,Eya2 phos inh,Integrin act MD,S-ASM inh,A-T KAP1 phos,PTAP TSG101 blk
COc1ccc(C)cc1NC(=O)CSc1nnc2ccc(-c3cccnc3)nn12,7.4%,3.6,-0.8%,-2.2%,-1.9%,3.9%,-28.7%,-4.3%,-1.9%,-11.2%,-1.7%
O=C(NCC1COc2ccccc2O1)c1ccc(NC(=O)C2CCCO2)cc1 (stereo not drawn),13.8%,2.2,-3.7%,2.2%,?,/,7.2%,-4.9%,2.9%,2.3%,-3.5%
S=C(Nc1ccc(Oc2ccccc2)cc1)N1CCOCC1,2.3%,5.6,12.6%,-14.2%,-13.8%,4.8%,-4.7%,0.0%,-1.4%,-4.3%,-1.0%
CCC(C)N(C(=O)COC(=O)c1nc2nc(C)cc(C)n2n1)C1CCS(=O)(=O)C1 (stereo not drawn),9.9%,18.6,-0.5%,-2.0%,-6.4%,-2.8%,1.4%,5.1%,2.6%,0.6%,-1.4%
Cc1ccccc1NC(=O)c1cc(=O)c2ccccc2o1,8.1%,2.4,1.2%,1.4%,?,0.9%,-17.3%,10.4%,-0.3%,1.1%,0.0%
Cc1cccc(OCC(=O)Nc2ccc(C(=O)O)cc2NC(=O)COc2cccc(C)c2)c1,14.5%,-1.8,0.1%,2.2%,?,-4.6%,8.9%,13.0%,26.8%,15.9%,/
Cc1cc(C)cc(N(CCC#N)C(=O)COC(=O)C2CCN(S(=O)(=O)c3ccc(C)c(C)c3)CC2)c1,11.0%,-11.7,1.8%,-18.3%,-2.8%,-3.7%,-32.1%,-0.9%,2.2%,-8.9%,-2.8%
Cc1ccc(Cl)c(OCC(=O)Nc2cc(S(=O)(=O)N3CCOCC3)ccc2N2CCCC2)c1,?,-12.2,-8.1%,11.2%,5.2%,2.8%,-0.8%,19.1%,-6.3%,5.4%,-1.6%
Cc1csc2c(=O)sc(NC(=O)c3ccc(F)cc3Cl)nc12,-21.0%,-9.1,1.8%,0.6%,12.3%,-4.6%,1.5%,-3.9%,-0.7%,0.0%,1.5%
CCSc1nnc(CCNC(=O)OC(C)(C)C)o1,7.6%,-5.0,-4.8%,-0.2%,1.4%,-0.1%,0.4%,11.9%,-1.3%,1.8%,-3.0%
COc1ccc(C(CCN(Cc2ccc(OC)c(OC)c2)C(C)=O)C(C)C)cc1 (stereo not drawn),?,3.9,-12.0%,11.3%,-5.5%,-6.9%,1.8%,-18.5%,-1.1%,-2.6%,-2.3%
CC1CCCCC1NC(=O)c1cccc(NC2=NC3CS(=O)(=O)CC3S2)c1 (stereo not drawn),0.3%,3.0,1.5%,-0.4%,-15.9%,-7.1%,10.4%,-7.1%,0.4%,-2.8%,-5.6%
CC(=O)Nc1ccc(NC(=O)c2ccc(S(=O)(=O)N(C)c3ccccc3)cc2)cc1,?,-1.9,-4.9%,0.6%,?,8.8%,-6.7%,-7.6%,-2.7%,2.5%,-0.6%
COc1ccccc1-c1cc(C(=O)N2CCCCC2)no1,?,-10.3,0.8%,-0.7%,-16.1%,-0.1%,-6.6%,4.5%,-1.9%,15.3%,-1.9%
O=C(O)c1cccc(NS(=O)(=O)c2ccc3c(c2)C(=O)c2ccccc2C3=O)c1,-10.0%,2.2,12.8%,6.7%,0.7%,6.5%,14.6%,34.7%,2.9%,5.2%,-3.5%
Cc1ccc(C(=O)NC(=S)Nc2cccnc2Cl)cc1,?,37.0,-0.7%,-26.3%,?,-3.9%,-20.8%,-4.3%,-14.3%,5.2%,-0.5%
Clc1cccc(Sc2ccc(-c3ccccn3)s2)c1,7.6%,-6.7,11.0%,-0.9%,5.3%,10.6%,21.9%,?,19.2%,0.6%,-3.9%
Cc1cc(NC(=O)CCCn2nc([N+](=O)[O-])cc2C)no1,7.4%,8.8,-0.2%,-1.2%,2.1%,11.0%,-3.1%,4.4%,-0.3%,-1.5%,-0.4%
COc1ccc(NC(=O)c2cc(-c3ccccc3Cl)on2)cc1OC,?,-18.9,1.9%,1.0%,-2.1%,-3.1%,?,-12.6%,-4.9%,2.5%,?
COC(=O)[C@@H](Cc1ccc(O)cc1)NC(=O)[C@H]1CCC(=O)N1C(=O)OCc1ccccc1,?,3.0,0.7%,-2.0%,6.2%,-4.4%,-3.3%,6.3%,2.1%,-4.9%,4.8%
Cc1nnsc1-c1nc2ccccc2[nH]1,0.0%,4.0,1.9%,3.1%,?,5.8%,6.0%,-5.3%,5.3%,-15.5%,-5.1%
CC(C)(C)NC(=O)C1CCN(S(=O)(=O)c2cccc(C(F)(F)F)c2)CC1,0.0%,5.2,-5.1%,0.4%,0.7%,/,-2.4%,11.8%,-1.9%,-6.7%,-3.4%
O=C(NNS(=O)(=O)c1ccccc1)Nc1ccc(F)cc1,21.8%,3.7,0.3%,-1.4%,-0.9%,1.7%,-1.4%,-25.7%,4.7%,6.9%,-1.0%
O=C(C[n+]1cccc(O)c1)Nc1ccc(Br)cc1,11.2%,-8.1,-1.5%,-0.9%,-1.2%,-2.6%,17.1%,?,4.3%,2.7%,-1.3%
Cc1oc(-c2ccccc2)nc1C(=O)OCC(=O)NC(C)c1ccccc1 (stereo not drawn),?,7.3,-8.9%,3.9%,2.4%,-2.1%,5.0%,-34.5%,-3.6%,21.0%,-9.9%
# (continued)
SMILES,ELG1 DNA repair,TSHR antagonist,Tb PFK block,Mito fusion yeast,Chronic BCR inh,TCR activator,Eya2 phos inh,Integrin act MD,S-ASM inh,A-T KAP1 phos,PTAP TSG101 blk
c1ccc(COc2ccc(CN3CCN(c4ccccn4)CC3)cc2)cc1,?,-4.0,-5.3%,-5.0%,?,5.7%,-12.8%,12.3%,0.6%,/,2.0%
CC(C)(C)OC(=O)NCCCC[C@H](NC(=O)c1[nH]cnc1C(=O)Nc1ccc(Cl)cc1)C(=O)OC(C)(C)C,?,-1.3,0.0%,5.3%,5.4%,0.3%,-17.9%,-45.2%[inhibitor],-17.3%,-45.5%,-4.7%
COC(CNC(=O)c1cn(C)c2ccc(S(=O)(=O)N(C)C3CCCCC3)cc2c1=O)OC,5.17µM*,5.7,-1.0%,-10.1%,-4.6%,-0.2%,-2.8%,28.0%,3.0%,5.1%,-2.0%
CCOc1ccccc1NC(=O)N1C2CCCC1CC(NC(=O)C1CC1)C2 (stereo not drawn),0.6%,7.4,-6.2%,-1.6%,?,-0.2%[46.1 µM],0.2%,-20.6%,-0.4%,4.2%,-18.8%
CCCCN(C1CCS(=O)(=O)C1)S(=O)(=O)c1cc(C)ccc1C (stereo not drawn),-1.8%,5.3,-1.4%,0.4%,2.0%,5.3%,4.7%,-24.2%,2.4%,3.5%,-0.5%
COC(=O)C1=C(N)OC2=C(C(=O)CC(C)(C)C2)C1c1ccccc1OCC#N (stereo not drawn),-2.3%,-17.7,0.3%,-2.1%,-0.2%,6.0%,4.7%,7.2%,-1.0%,3.5%,-0.8%
COc1cc(CCC(=O)OCC(=O)Nc2c(F)cccc2F)cc(OC)c1OC,-0.6%,-4.7,0.8%,-2.2%,6.6%,4.0%,1.1%,20.4%,2.4%,-5.1%,-2.3%
COc1ccc(CNC(=O)C2CC(=O)N(C3CCCCC3)C2)cc1 (stereo not drawn),10.1%,-3.8,7.5%,-1.1%,5.1%,-3.0%,7.9%,-22.3%,6.4%,5.7%,1.5%
COc1cc(CN2CCCC(N3CCN(c4ccccc4C)CC3)C2)ccc1O (stereo not drawn),-19.7%,18.8,5.8%,3.2%,1.5%,/,7.1%,-28.4%,1.3%,3.7%,1.9%
CC(=O)Nc1ccc(-c2nnn(CC(=O)c3ccccc3)n2)cc1Cl,18.8%,-5.0,-2.5%,-1.8%,-0.4%,-49.0%,-7.2%,-8.0%,-0.2%,-0.2%,-4.4%
